ROS inducer – inducers of reactive oxygen species in cancer cells; U2OS ROS induction, H2DCF-DA fluorescence; actives 2% (n = 46,000); AID 624156; ROS induction (% of piperlongumine), % at 10 µM; in the data active = ROS induction above about 79%, passing the limit was not always enough; inconclusive = no clear call, values can overlap the other calls;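 note: 0% = DMSO vehicle median and 100% = reference compound median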
* hit, by the source's call; u = inconclusive.

Compound,ROS inducer
COc1ccc(CN(C)C[C@H]2Oc3c(NS(=O)(=O)c4ccc(F)cc4)cccc3C(=O)N([C@@H](C)CO)C[C@@H]2C)cc1,5.6
CCc1ccc2c(c1)=C(c1sc(Nc3cccc(Cl)c3C)nc1O)C(=O)N=2,11.9
C[C@@H]1CCCCO[C@@H](CN(C)C(=O)Nc2ccc(C(F)(F)F)cc2)[C@@H](C)CN([C@H](C)CO)C(=O)c2cc(NS(C)(=O)=O)ccc2O1,11.2
Cc1cc(C)c(OCC(=O)Nc2cccc(NC(=O)c3ccco3)c2)c(Br)c1,175.9*
COc1c(C)cc(Br)cc1C(=O)NC(=S)Nc1sc2c(c1C(N)=O)CCCCC2,-2.9
C[C@@H]1CN([C@@H](C)CO)C(=O)c2cc(NC(=O)CCN3CCOCC3)ccc2O[C@H]1CN(C)Cc1ccc(Cl)c(Cl)c1,-8.0
Cc1cc(C(=O)Nc2cccc3c2O[C@H](CN(C)Cc2ccc(Oc4ccccc4)cc2)[C@@H](C)CN([C@H](C)CO)C3=O)n(C)n1,171.6*
CNC[C@H]1Oc2ccc(NC(=O)Cn3cnnn3)cc2C(=O)N([C@@H](C)CO)C[C@@H]1C,-10.1
C[C@@H]1CN([C@H](C)CO)C(=O)c2cccc(NC(=O)Nc3ccc4c(c3)OCO4)c2O[C@@H]1CN(C)Cc1ccc(Cl)c(Cl)c1,5.5
CC(O)c1cncc2c(=O)n3c(cc12)-c1[nH]c2ccccc2c1CC3 (stereo not drawn),74.9
C[C@@H]1CN([C@H](C)CO)C(=O)c2cc(NS(=O)(=O)c3ccccc3)ccc2O[C@@H]1CN(C)Cc1ccc(Oc2ccccc2)cc1,11.2
COc1ccc(S(=O)(=O)N(C)C[C@@H]2Oc3ncc(-c4cccc(OC)c4)cc3C(=O)N([C@H](C)CO)C[C@@H]2C)cc1,31.1
C[C@@H]1CN([C@H](C)CO)C(=O)c2cccc(NS(=O)(=O)c3cn(C)cn3)c2O[C@@H]1CN(C)Cc1ccc(Cl)c(Cl)c1,-1.1
CC(C)NC(=O)N(C)C[C@H]1Oc2c(NS(=O)(=O)c3ccc(Cl)cc3)cccc2C(=O)N([C@H](C)CO)C[C@@H]1C,1.6
Cc1ccc(C(=O)N/C(N)=N/c2nc3ccccc3o2)cc1,-3.2
Cc1noc(C)c1NC(=O)Nc1ccc2c(c1)C(=O)N([C@H](C)CO)C[C@H](C)[C@@H](CN(C)Cc1ccccc1)O2,-6.0
O=C(CSc1ncnc2c1nnn2Cc1ccc(F)cc1)OCc1ccccc1,46.0
Cc1cc(C(C)(C)C)c(O)c(C(C)(C)C)c1,-8.2
C[C@@H]1CN([C@@H](C)CO)C(=O)Cc2cc(NS(=O)(=O)c3ccc(Cl)cc3)ccc2O[C@@H]1CN(C)C,-7.6
CS(=O)(=O)N(CC(=O)Nc1cccc(Br)c1)c1cc(Cl)c(Cl)cc1Cl,1.4
CC(=O)c1c(C)oc2ccc(N(C(C)=O)S(=O)(=O)c3cccc4cccnc34)cc12,6.2
COc1ccc(S(=O)(=O)N(C)C[C@H]2Oc3c(NC(=O)Nc4ccccc4)cccc3C(=O)N([C@H](C)CO)C[C@H]2C)cc1,12.5
Cc1ccccc1Nc1nnc(-c2ccc(C(=O)NCCO)cc2)c2ccccc12,2.9
CC(C)NC(=O)N(C)C[C@@H]1Oc2ccc(NC(=O)CCCN(C)C)cc2C(=O)N([C@@H](C)CO)C[C@H]1C,-1.3
Cc1noc(C)c1NC(=O)N(C)C[C@H]1Oc2ccc(NC(=O)Nc3ccccc3)cc2C(=O)N([C@H](C)CO)C[C@H]1C,-3.3
CC(=O)OC1COC(OC2C(O)C(C)OC(OC3C(OC4CCC5(C)C(CCC6(C)C5CC=C5C7CC(C)(C)CCC7(C(=O)O)CCC56C)C4(C)CO)OCC(O)C3O)C2O)C(O)C1OC(C)=O (stereo not drawn),-18.5
COc1ccc(C)cc1N(CC(=O)Nc1ccccc1-c1ccccc1)S(C)(=O)=O,11.5
C[C@H](CO)N1C[C@H](C)[C@@H](CN(C)C)Oc2c(NC(=O)c3ccncc3)cccc2C1=O,-12.5
C[C@H]1CN([C@@H](C)CO)C(=O)c2cc(N(C)C)ccc2O[C@H]1CN(C)C,-4.1
C[C@@H]1CN([C@@H](C)CO)C(=O)c2cccc(NS(=O)(=O)c3cccs3)c2O[C@H]1CN(C)Cc1ccc(-c2ccccc2)cc1,49.0

Random excerpt: two entries already listed, in no set order.
Compound,ROS inducer
CNC[C@H]1Oc2ccc(NC(=O)Cn3cnnn3)cc2C(=O)N([C@@H](C)CO)C[C@@H]1C,-10.1
Cc1ccc(C(=O)N/C(N)=N/c2nc3ccccc3o2)cc1,-3.2

Continuation.
Compound,ROS inducer
O=C1c2ccccc2-c2c1cnc1c(-c3ccccc3)cnn21,-0.9
COc1ccc([N+](=O)[O-])cc1NC(=O)COc1ccc(Cl)cc1Br,-20.5
C=CCNC(=O)[C@@H]1[C@H]2C(=O)O[C@H](c3ccccc3)[C@H](c3ccccc3)N2[C@H](c2ccccc2OCCO)[C@@]12C(=O)Nc1ccc(C#CCNC(N)=O)cc12,10.9
Cc1noc(C)c1NC(=O)N(C)C[C@H]1Oc2c(NS(=O)(=O)c3cn(C)cn3)cccc2C(=O)N([C@@H](C)CO)C[C@@H]1C,-7.6
COC(=O)c1ccc(C(=O)OC)c(NC(=O)COc2ccc(C)cc2)c1,17.8
Clc1ccc(Sc2cn[nH]c2-c2ccc3c(c2)OCCO3)cc1,15.0
O=C(Sc1ccccn1)N1c2ccccc2Sc2ccccc21,-16.7
C[C@@H]1CN([C@H](C)CO)C(=O)c2cccc(NS(=O)(=O)c3cn(C)cn3)c2O[C@H]1CN(C)C(=O)Nc1ccccc1,-7.1
O=C(c1cnn2ccccc12)N1CCc2ccccc21,-3.4
Cn1nnnc1SCC(=O)Nc1ccc(F)cc1,-9.0
CC(C)(C)c1ccc(C(=O)Nc2cccc(C(F)(F)F)c2)cc1,-1.1
O=C(COc1ccccc1)Nc1cccc2nsnc12,12.3
CC1=NN(c2cc(Cl)cc(Cl)c2)C(=O)CC1,-9.1
CC(C)NC(=O)Nc1ccc2c(c1)CC(=O)N([C@@H](C)CO)C[C@H](C)[C@@H](CN(C)S(=O)(=O)c1cccs1)O2,40.0
Cc1ccc(S(=O)(=O)N(C)C[C@@H]2Oc3c(NC(=O)Nc4ccc5c(c4)OCO5)cccc3C(=O)N([C@H](C)CO)C[C@@H]2C)cc1,-5.0
C[C@@H]1CN([C@@H](C)CO)C(=O)c2cc(NC(=O)Cn3cnnn3)ccc2O[C@H]1CN(C)C,-7.9
C[C@@H]1CCCCO[C@@H](CN(C)C(=O)CCCN(C)C)[C@@H](C)CN([C@H](C)CO)C(=O)c2cc(NS(C)(=O)=O)ccc2O1,-8.5
COc1ccc(S(=O)(=O)Nc2cccc3c2O[C@H](CN(C)C)[C@H](C)CN([C@H](C)CO)C3=O)cc1,-5.0
COc1ccc(NC(=O)N(C)C[C@H]2OCCCC[C@@H](C)Oc3ccc(NC(=O)Nc4c(C)noc4C)cc3C(=O)N([C@H](C)CO)C[C@@H]2C)cc1,-13.5
Cc1cc2nc(SCCN3CCCC3)[nH]c2cc1C,-17.7
C[C@H](CO)N1C[C@H](C)[C@H](CN(C)S(=O)(=O)c2ccc(F)cc2)Oc2ncc(C#Cc3cccc(F)c3)cc2C1=O,11.5
COc1cccc(NC(=O)Cn2cnc3c(sc4nc5c(cc43)COC(C)(C)C5)c2=O)c1,11.0
CCCOc1ccc(/C=C/C(=O)Nc2nccs2)cc1OC,-3.4
C[C@@H]1CN([C@H](C)CO)C(=O)Cc2cc(NS(=O)(=O)c3cn(C)cn3)ccc2O[C@@H]1CN(C)C(=O)Nc1ccc2c(c1)OCO2,-2.6
CC(C)NC(=O)N(C)C[C@@H]1Oc2c(NC(=O)Nc3ccccc3)cccc2C(=O)N([C@H](C)CO)C[C@@H]1C,-3.7
C[C@@H]1CN([C@H](C)CO)C(=O)c2cccc(NC(=O)c3nc4ccccc4s3)c2O[C@H]1CN(C)Cc1ccncc1,24.6
C[C@H](CO)N1C[C@H](C)[C@H](CN(C)C(=O)Nc2ccccc2)Oc2ccc(NC(=O)Nc3ccccc3)cc2CC1=O,-6.3
CC1=C(C(=O)Nc2ccccc2)C(c2ccccn2)n2ncnc2N1 (stereo not drawn),-3.4
COc1ccc(S(=O)(=O)Nc2ccc3c(c2)CC(=O)N([C@H](C)CO)C[C@@H](C)[C@H](CN(C)Cc2ccccc2)O3)cc1,3.3
CC(C)NC(=O)Nc1ccc2c(c1)C(=O)N([C@@H](C)CO)C[C@H](C)[C@@H](CN(C)C(=O)Nc1cccc3ccccc13)O2,-9.5

Part of the list above, with each value named.
Structure: COc1ccc(NC(=O)N(C)C[C@H]2OCCCC[C@@H](C)Oc3ccc(NC(=O)Nc4c(C)noc4C)cc3C(=O)N([C@H](C)CO)C[C@@H]2C)cc1
- ROS inducer = -13.5
Structure: C[C@@H]1CN([C@H](C)CO)C(=O)c2cccc(NC(=O)c3nc4ccccc4s3)c2O[C@H]1CN(C)Cc1ccncc1
- ROS inducer = 24.6
Structure: C[C@H](CO)N1C[C@H](C)[C@H](CN(C)C(=O)Nc2ccccc2)Oc2ccc(NC(=O)Nc3ccccc3)cc2CC1=O
- ROS inducer = -6.3
Structure: COc1ccc(S(=O)(=O)Nc2ccc3c(c2)CC(=O)N([C@H](C)CO)C[C@@H](C)[C@H](CN(C)Cc2ccccc2)O3)cc1
- ROS inducer = 3.3

(further entries)
Compound,ROS inducer
CC(C)NC(=O)N(C)C[C@@H]1Oc2ccc(NC(=O)CCC(F)(F)F)cc2C(=O)N([C@@H](C)CO)C[C@@H]1C,11.4
C[C@@H]1CN([C@@H](C)CO)C(=O)CCCn2cc(nn2)CO[C@H]1CN(C)S(=O)(=O)c1ccccc1C#N,23.8
C[C@H](CO)N1C[C@H](C)[C@H](CN(C)S(=O)(=O)c2ccc3ccccc3c2)OCc2cn(nn2)CCCC1=O,0.1
C[C@@H]1CN([C@H](C)CO)C(=O)Cc2cc(NC(=O)C3CC3)ccc2O[C@@H]1CN(C)Cc1ccccc1,-2.5
C[C@H]1CN([C@@H](C)CO)C(=O)CCCn2cc(nn2)CO[C@@H]1CN(C)Cc1ccc(Cl)c(Cl)c1,-25.5
COc1ccc(S(=O)(=O)N(C)C[C@H]2OCc3cnnn3CCCC(=O)N([C@@H](C)CO)C[C@H]2C)cc1,2.5
C[C@H](CO)N1C[C@H](C)[C@@H](CN(C)C(=O)Nc2ccc(C(F)(F)F)cc2)OCc2cnnn2CCCC1=O,3.2
C=C1C(=O)O[C@H]2C[C@H](C)[C@@H]3CC(=O)C(C)=C3C[C@H]12,u
CCN(CC)c1n[nH]nc1-c1cccc(Cl)c1,-5.7
C[C@H](CO)N1C[C@H](C)[C@H](CN(C)C(=O)Nc2ccccc2)Oc2ccc(NS(=O)(=O)c3cn(C)cn3)cc2CC1=O,1.6
C[C@@H]1CN([C@@H](C)CO)C(=O)CCCn2cc(nn2)CO[C@@H]1CN(C)C(=O)Nc1cccc(Oc2ccccn2)c1,5.9
O=C(CSc1nnc(-c2ccccc2F)n1-c1ccccc1)Nc1ccccc1C(F)(F)F,11.0
COc1ccccc1OC(=O)NC(C)C,17.7
COc1ccc(CN(C)C[C@@H]2Oc3c(NS(=O)(=O)c4ccc(OC)cc4)cccc3C(=O)N([C@@H](C)CO)C[C@@H]2C)cc1,-8.7
O=C(NO)c1ccc(C(=O)N/N=C/c2cc(Br)cc([N+](=O)[O-])c2O)cc1,-12.9
O=c1c2cnn(-c3ccccc3)c2ncn1/N=C/c1ccc(Cl)cc1,-9.2
O=C(/C=C/c1ccco1)N(Cc1ccccc1)c1ccccn1,1.6
Cc1ccnc(SCC(=O)Nc2ccccc2C)n1,-9.9
C[C@@H]1CCCCO[C@H](CN(C)C(=O)Nc2cccc3ccccc23)[C@@H](C)CN([C@H](C)CO)C(=O)c2cc(NS(=O)(=O)c3ccc(Cl)cc3)ccc2O1,88.9*
C[C@@H]1CN([C@H](C)CO)C(=O)c2cccc(NS(=O)(=O)c3ccc(Cl)cc3)c2O[C@H]1CN(C)Cc1ccc(C(=O)Nc2ccccc2N)cc1,16.1
COc1ccc(-[n+]2cc(=O)o[nH]2)cc1,-1.7
O=C(CSc1nc(-c2ccccc2)cc(C(F)(F)F)n1)c1ccccc1,28.1
O=C(O)c1cc2ccc3cccc4ccc(c1)c2c34,26.8
Cc1nnc(SCC(=O)Nc2ccc(Cl)cc2Cl)[nH]c1=O,0.5
COCCCNCCn1cnc2c(N)ncnc21,0.3
Cc1ccc(S(=O)(=O)Nc2ccc3c(c2)C(=O)N([C@H](C)CO)C[C@H](C)[C@@H](CN(C)Cc2ccccc2)OCCCC[C@@H](C)O3)cc1,13.8
C[C@@H]1CN([C@@H](C)CO)C(=O)c2cccc(NC(=O)c3ccc(-c4nccs4)cc3)c2O[C@@H]1CN(C)C(=O)Nc1ccc(F)cc1,8.2
COc1ccc(NC(=O)Nc2ccc3c(c2)CC(=O)N([C@H](C)CO)C[C@@H](C)[C@H](CN(C)S(C)(=O)=O)O3)cc1,14.6
Cc1ccc(C2=NN3C(=O)c4ccccc4C3C2)cc1 (stereo not drawn),-2.0
O=c1cc(Oc2ccc(O)cc2)oc2cc(O[C@@H]3O[C@H](CO[C@@H]4O[C@H](CO)[C@@H](O)[C@H](O)[C@H]4O)[C@@H](O)[C@H](O)[C@H]3O)cc(O)c12,-5.3
C[C@@H]1CN([C@@H](C)CO)C(=O)c2cc(NS(=O)(=O)c3ccc(Cl)cc3)ccc2O[C@@H]1CN(C)C(=O)Nc1ccc(C(F)(F)F)cc1,30.9
COc1ccc(S(=O)(=O)N(C)C[C@H]2Oc3c(NS(=O)(=O)c4ccccc4)cccc3C(=O)N([C@H](C)CO)C[C@@H]2C)cc1,-6.8
COCCOC(=O)N1C(=O)[C@@]2(c3cc(C#Cc4ccc(OC)cc4)ccc31)[C@H](C(=O)N1CCN(c3ncccn3)CC1)[C@H]1C(=O)O[C@H](c3ccccc3)[C@H](c3ccccc3)N1[C@@H]2c1ccccc1OCCO,71.6

High-throughput results deposited in PubChem BioAssay by Broad Institute.

Only part of the results is shown; the hit share may differ from the screen's.
